# Source: PubChem
# hcGAS lum: human cGAS inhibition. Q8N884. recombinant h-cGAS, ATP depletion, Kinase-Glo luminescence. inhibition, % at 12.5 µM. hit rate 0.081% among 290,000;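 further: 0% = vehicle reaction and 100% = reaction without DNA for no activity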
# Target sequence (Q8N884 whole entry, looked up): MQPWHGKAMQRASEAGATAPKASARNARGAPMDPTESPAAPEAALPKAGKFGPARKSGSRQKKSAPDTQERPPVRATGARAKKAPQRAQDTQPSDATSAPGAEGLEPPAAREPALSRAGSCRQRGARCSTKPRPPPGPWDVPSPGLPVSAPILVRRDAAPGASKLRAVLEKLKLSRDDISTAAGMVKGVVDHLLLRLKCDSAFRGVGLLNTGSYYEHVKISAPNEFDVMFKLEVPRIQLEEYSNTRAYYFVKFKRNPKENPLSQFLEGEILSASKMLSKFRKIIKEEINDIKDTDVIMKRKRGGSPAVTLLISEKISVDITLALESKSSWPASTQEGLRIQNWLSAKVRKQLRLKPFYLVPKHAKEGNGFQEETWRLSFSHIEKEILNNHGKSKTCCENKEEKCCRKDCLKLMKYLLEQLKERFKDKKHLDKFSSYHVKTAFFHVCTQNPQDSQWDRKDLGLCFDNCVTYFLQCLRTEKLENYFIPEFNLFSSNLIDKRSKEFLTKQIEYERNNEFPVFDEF
# mcGAS lum: blocks mouse cGAS activity; Q8C6L5; recombinant cGAS, Kinase-Glo ATP depletion luminescence; inhibition, % at 12.5 µM; hit rate 0.15% among 160,000; AID 1259399;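 further: 0% = negative control wells and 100% = reference inhibitor with no enzyme activity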
# NPYLR7 agonist: mosquito NPYLR7 agonism; HEK293T NPYLR7/Galpha15, GCaMP6s calcium fluorescence; activation, % at 10 µM; hit rate 0.15% among 270,000; in the data active means activation above about 40%;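 further: 0% = vehicle and 100% = reference agonist at the receptor; some compounds past the cut are filed as inactive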
# An asterisk follows results filed as active; x = no result given; & = joins results of further samples. Unless noted, no stated cut-off is given here; in the data, active means inhibition above about 40%; inactive means the rest.
SMILES,hcGAS lum,mcGAS lum,NPYLR7 agonist
C=c1ccccc1=c1[nH]/c(=C\C(Cl)=C\c2ccccc2)c(=O)o1,-2.4,x,-0.6
O=C(c1ccc2cc[nH]c2c1)N1CCCC(CCc2ccccc2C(F)(F)F)C1 (stereo not given),-4.0,x,6.8
Cc1ccc(NC(=O)CCCn2c(=O)oc3ccccc32)c(C)c1,-16.5,x,5.3
CC1C(=O)N(c2ccc(Cl)c(Cl)c2)CCN1C(=O)Nc1ccccc1 (stereo not given),-3.7,x,-0.5
CC(C)CCc1nc(N2CCCN(S(=O)(=O)c3ccc(Br)cc3)CC2)c2cnn(-c3cccc(Cl)c3)c2n1,-6.4,-3.8,19.6
COc1ccc(C(=O)Nc2c(N)nc(SCc3ccccc3C)[nH]c2=O)cc1OC,0.2,-2.1,-2.6
CCOC(=O)C1(CCCc2ccccc2)CCN(C(=O)c2cc(CC(C)C)nc(C)n2)CC1,-1.8,-2.3,14.5
CCc1cc(C(=O)O)c(NC(=O)c2ccccc2C)s1,-1.1,-5.7,6.0
CSc1cccc(NC(=O)COC(=O)c2ccc(N(C)C)c([N+](=O)[O-])c2)c1,2.8,x,32.7
O=C(O)CCCCCN1C(=O)C2CC=CCC2C1=O (stereo not given),11.7,x,1.1
CCNc1nc(NCOC)nc(-n2cnc(SCc3ccccc3)n2)n1,-6.1,-8.8,-12.0
O=C1CN(C(=O)c2cccc(C(F)(F)F)c2)CC(O)CN1CC1CC1 (stereo not given),12.8,1.6,-11.1
Cc1c(C)n2c3c(=O)n(Cc4ccccc4F)c(=O)n(C)c3nc2n1CCCN1CCOCC1,-6.2,-8.9,7.2
CCCCOc1ccc(-c2nc(C=NCc3ccccc3)c(O)o2)cc1,-4.2,x,-1.2
COc1c[nH]c(CN2CCCC2c2nc3ccc(F)cc3[nH]2)cc1=O (stereo not given),-2.6,-13.0,-1.4

# Pulled by compound from the entries so far:
SMILES,hcGAS lum,mcGAS lum,NPYLR7 agonist
O=C(O)CCCCCN1C(=O)C2CC=CCC2C1=O (stereo not given),11.7,x,1.1
CC1C(=O)N(c2ccc(Cl)c(Cl)c2)CCN1C(=O)Nc1ccccc1 (stereo not given),-3.7,x,-0.5
C=c1ccccc1=c1[nH]/c(=C\C(Cl)=C\c2ccccc2)c(=O)o1,-2.4,x,-0.6
Cc1ccc(NC(=O)CCCn2c(=O)oc3ccccc32)c(C)c1,-16.5,x,5.3

# Remaining list, next part:
SMILES,hcGAS lum,mcGAS lum,NPYLR7 agonist
CCN1CC(CNC(=O)c2cc(NC(=O)C(C)C)cc3nc(C)n(Cc4ccccc4)c23)CC1=O (stereo not given),-4.5,-22.4,2.9
Cc1ccccc1NC(=O)Cc1nc(CN2CCCC2)cs1,2.4,x,-23.5
CCN(CC)CCCC(C)Nc1ccnc2cc(Cl)ccc12 (stereo not given),-2.9&-6.2&-4.4&-3.5,-4.1,-6.8&-3.0&-0.2&5.4
O=C(O)C1C2CCC(C2)N1C(=O)NC1CCCCC1 (stereo not given),-2.8,-4.8,-0.4
Cc1cccc(S(=O)(=O)NC(=O)C2(C)CCN2C(=O)CC(c2ccccc2)c2ccccc2)c1 (stereo not given),-5.3,-3.2,-0.9
Cc1csc2c(N3CCC4(CCNCC4)C3)ncnc12,-4.3,-14.4,1.3
CCCN(CC(=O)N(CCc1ccc(OC)c(OC)c1)Cc1ccc(C)s1)C(=O)Nc1cccc(C#N)c1,3.9,1.1,-2.4
O=C(Nc1ccc(-n2cnnn2)cc1)C1=Cc2cc(Cl)ccc2OC1,-4.1,x,7.2
O=C1CSC(=S)N1Cc1ccco1,-6.0,x,-5.2
O=C(Nc1cccc2nsnc12)c1ncn[nH]1,-7.7,x,-0.3
CN(Cc1nc2ccccc2s1)C(=O)c1cccc(Cn2cccn2)c1,-2.8,x,11.0
CC(=O)OCC(=O)N1CCC(=O)N(CCC#N)C[C@H]2COc3ccc(C)cc3[C@H]21,-8.6,-7.1,6.5
O=C(CNC(=O)c1cccs1)NNC(=O)c1cccs1,-1.4,-6.9,2.7
CCOc1ccc2nc(N(CCCn3ccnc3)C(=O)c3ccco3)sc2c1,-2.1,-7.1,-7.1
O=C(CCc1nc2ccccc2[nH]c1=O)OCc1ccccc1F,-3.2,-8.5,-8.5
COc1ccc(-c2cccc(N3CCN(c4ccccn4)CC3)n2)cc1OC,-5.0,-0.8,-10.5
O=C(NCc1c(F)cccc1Cl)c1ccc(-c2cccc(Cl)c2)s1,-11.3,-7.7,4.5
CCc1[nH]c2ccc(CNC(=O)c3cccnc3N3CCOCC3)cc2c1C,-6.4,x,2.9
CCc1cc(=O)n(CC(=O)Nc2ccc(Cl)c(Cl)c2)c(-n2nc(C)cc2C)n1,-8.0,-6.9,2.5
O=C(c1cc2n(n1)CCCN(C1CCOCC1)C2)N1CCCC1,1.5,-4.8,4.8
CCc1noc(Cn2c(=O)c3ccc(C(F)(F)F)nc3n(C)c2=O)n1,-8.9,-16.1,14.4
COC(=O)C1C(=O)c2c([nH]c(C(=O)OC(C)C)c2C)CC1C (stereo not given),-0.2,x,-4.4
CC1(C)CC1(C(=O)NCCc1nnc(N)s1)c1cccs1 (stereo not given),-7.7,-10.9,-2.8
Cc1ccc(-n2cnnc2SCC(=O)OCc2cnn(-c3ccccc3)c2)cc1Cl,-6.8,x,3.8
OC1(c2ccc(Cl)cc2Cl)CN(c2ccccc2)C2=[N+]1CCCS2 (stereo not given),-3.4,-3.7,3.2
Cc1ccc(NC(=O)Cn2c(-n3nc(C)cc3C)nc3c(c2=O)CCC3)cc1,-4.5,-6.6,x
CC(CCc1ccccc1)NC(=O)CSc1nnnn1-c1ccccc1 (stereo not given),-3.1,-3.7,13.2
c1ccc(-c2n[nH]c(C3CC3)n2)c(-c2nn[nH]n2)c1,-8.2,x,17.3
Cn1cc(C(CC(=O)NCc2ccccn2)c2ccc3c(c2)OCO3)c2ccccc21 (stereo not given),-3.2,-4.6,3.5
Cc1ccc(C(=O)NCCn2ncc3c(=O)n(Cc4ccccc4)cnc32)cc1C,-5.2,-9.7,-3.5

# Next part; it opens with the 7 that closed the last part.
SMILES,hcGAS lum,mcGAS lum,NPYLR7 agonist
Cc1ccc(-n2cnnc2SCC(=O)OCc2cnn(-c3ccccc3)c2)cc1Cl,-6.8,x,3.8
OC1(c2ccc(Cl)cc2Cl)CN(c2ccccc2)C2=[N+]1CCCS2 (stereo not given),-3.4,-3.7,3.2
Cc1ccc(NC(=O)Cn2c(-n3nc(C)cc3C)nc3c(c2=O)CCC3)cc1,-4.5,-6.6,x
CC(CCc1ccccc1)NC(=O)CSc1nnnn1-c1ccccc1 (stereo not given),-3.1,-3.7,13.2
c1ccc(-c2n[nH]c(C3CC3)n2)c(-c2nn[nH]n2)c1,-8.2,x,17.3
Cn1cc(C(CC(=O)NCc2ccccn2)c2ccc3c(c2)OCO3)c2ccccc21 (stereo not given),-3.2,-4.6,3.5
Cc1ccc(C(=O)NCCn2ncc3c(=O)n(Cc4ccccc4)cnc32)cc1C,-5.2,-9.7,-3.5
Cc1noc(C)c1CCC(=O)NCc1cccnc1N1CCCC(O)C1 (stereo not given),-2.7,x,2.0
COc1cn(CC(N)=O)c(CN2CCOCC2)cc1=O,-5.6,-8.5,0.1
COCC(=O)N1CCN(c2nc(-c3ccccc3)nc(C)c2Cc2cc(C)ccc2C)CC1,1.3,-0.2,-0.6
O=C1NCCCC[C@@H]1Nc1ccc(C(=O)N2CCC(Cn3cccn3)CC2)cn1,-6.4,-9.1,-2.1
COc1cccc(-c2nc(C(F)(F)F)nc(C)c2C)c1F,-8.3,x,1.2
Nc1cccc(CCC(F)(F)F)c1,-5.1,x,16.1
Fc1ccc(Cn2c3[n+](c4ccc(C(F)(F)F)cc42)CCCCC3)cc1,-0.6,x,-3.3
CCN(CC)S(=O)(=O)c1ccc(NC(=O)CN2c3ccccc3CC2C)cc1 (stereo not given),-3.2,x,-3.4
CC(=O)Nc1ccc(/C=C2/SC(=Nc3ccccc3)NC2=O)cc1,4.1,3.0,-7.4
FC(F)(F)c1ccc2c(c1)n(Cc1ccc(Cl)cc1Cl)c1[n+]2CCCCC1,-2.9,x,-2.6
O=C(c1ccc(-n2ccnc2)cc1)N1CCCC(Nc2ccc3c(c2)OCCO3)C1 (stereo not given),-5.4,x,-0.4
C=CCNC(=O)CN1CCN(Cn2nc3ccccn3c2=S)CC1,-6.7,x,-0.1
O=C(CCc1ncc(-c2ccc(F)cc2)o1)NCC(=O)Nc1ccccc1Br,1.2,-2.9,2.3
Cc1oc(-n2c(C)cc(C=C(C#N)c3ccc4c(c3)OCO4)c2C)c(C#N)c1C,-2.4,x,8.9
CCOC(=O)Cn1c(O)c(N=NC(=O)CNC(=O)c2ccccc2OC)c2ccccc21,1.0,0.2,-7.3
O=C(Cn1cnc2sccc2c1=O)Nc1cc(Cl)cc(Cl)c1,-5.0,-7.6,7.2
CCCS(=O)(=O)c1ncc(CN2CCN(c3ncccn3)CC2)n1CC1CCCO1 (stereo not given),-8.1,-9.4,x
CNC(=O)[C@@H]1C[C@@H](N)CN1C(=O)c1nc2cccc(C)n2c1F,0.8,x,5.2
CCOC(=O)CCc1c(C)nc2ncnn2c1N1CCN(S(=O)(=O)CCl)CC1,-3.9,-3.7,-3.5
Cc1ccc(S(=O)(=O)N(C)C2(C)CCS(=O)(=O)C2)cc1C (stereo not given),-0.1,x,-3.3
Nc1cc(C(=O)Nc2ccc3ccccc3c2O)ccc1Cl,-1.0,-2.9,-1.3
Cn1ccnc1SCc1cc(=O)c(OC(=O)/C=C/c2ccc3c(c2)OCO3)co1,-2.0,4.1,-5.8
COCCCN(CC(=O)N1CCc2sccc2C1COc1ccccc1C)C(=O)CC(C)C (stereo not given),-3.9,-5.6,-2.3
O=C(CN1C(=O)C2C3C=CC(C3)C2C1=O)N1CCN(c2ncccn2)CC1 (stereo not given),-3.8,x,8.0
COC(=O)[C@@H]1C[C@@H](NC(=O)c2c(-n3cccc3)sc(C)c2C)CN1C,-4.9,-17.2,8.7
Cc1cccc(C(=O)N2CCN(C(C(=O)Nc3ccc4c(c3)OCO4)C3CCCC3)CC2)c1 (stereo not given),-1.4,-3.1,-4.1
CN(C)S(=O)(=O)NCCn1nc(-c2ccco2)ccc1=O,8.8,-4.0,-3.1
CC(=O)c1cc2ncc(C(=O)Nc3cc(C)cc(C)c3)cc2[nH]1,1.7,3.4,0.3
CC(C)(C)n1nc2c(c1NC(=O)C1CCCC1)CS(=O)(=O)C2,-7.0,x,1.3
CC(C)(C)c1nc2cc(NC(=O)CNC(=O)c3ccco3)ccc2o1,-1.8,x,-3.0
Cc1cc(C)c2c(c1)C(=NNc1ccc(C(F)(F)F)cn1)CCC2,-1.0,x,1.6
Cc1ccc(C2=NOC(C(=O)NC(Cc3ccccc3)C(=O)O)C2)cc1 (stereo not given),-2.3,-3.8,-0.2
Cc1ccc(-n2nc(C(=O)Nc3ccccc3)c(=O)n(Cc3ccccc3)c2=O)cc1,-4.1,-4.7,-2.7
CC1CCCC(C)N1C(=O)CN(Cc1ccccc1)CC(F)F (stereo not given),-11.2,x,2.5
O=C(Nc1ccccc1CO)c1cccc(CN2CCC2c2ccccc2)c1 (stereo not given),-5.8,-15.6,5.1
CN(CCOc1ccc(Cl)cc1)C(=O)Cc1ccc2c(c1)OCCO2,-10.2,x,1.7
CCc1c(C(=O)NC(C)C)cnn1C(C)(C)C,-7.6,-6.9,-3.1
CCOC(=O)C1(C)CCCN1C(=O)c1sccc1C (stereo not given),-18.1,x,-1.1
CC(=O)N1CCC2(CC1)CC(CC(=O)O)CCO2 (stereo not given),2.0,-4.2,x
Cc1ccsc1CNc1ccccc1C(=O)N1CCCC(CCN)C1 (stereo not given),-4.2,x,0.1
CC(C)NC(=O)c1cnn2c(C(F)(F)F)cc(-c3ccco3)nc12,-1.9,-5.2,-3.3
CCSc1nnc2c(n1)OC(c1ccc(N(C)C)cc1)Nc1ccccc1-2 (stereo not given),-3.9,-7.7,-4.9
COc1ccc(Br)c(C(=O)Nc2cc(C(C)(C)C)nn2-c2ccc(C#N)cc2)c1,-5.3,-8.4,30.9
N#Cc1cccc(CN2C(=O)C3(SCCN3C(=O)c3cccs3)c3cc(F)ccc32)c1 (stereo not given),-6.0,-4.0,x
CCC1COCCN1C(=O)c1cccc(NC(C)C)c1 (stereo not given),-6.9,-6.9,12.3
O=C1NC(=S)S/C1=C/C=C/c1ccccc1,-5.2,4.3,-5.9
CC(=O)Nc1nc(C(=O)OC2CC3CCC2(C)C3(C)C)cs1 (stereo not given),-8.7,-12.3,-5.2
Cc1cc(C(=O)Nc2ccc(C(=O)N3CCOCC3)c(Cl)c2)c(C)o1,-0.4,x,0.9
C=CCN(Cc1nccn1Cc1ccc(Cl)cc1Cl)C(=O)C1CCC1,-4.5,-3.0,14.8
CCOC(=O)C1=C(C)N=c2s/c(=C\c3cccc(OC)c3OC)c(=O)n2C1c1ccccc1OC (stereo not given),-4.0,-4.0,12.7
CCOC(=O)CN1N=C(C)Cn2c1nc1c2c(=O)n(C)c(=O)n1C,-13.8,x,18.9
CCC(C)N=C1SCC(c2cc(C)n(-c3ccc(OC)cc3)c2C)=NN1C (stereo not given),-5.0,x,-1.1
Cc1ccc(CN2CCN(N=Cc3ccc(Cl)cc3)CC2)c(C)c1,-6.5,-8.2,-1.9
Cn1ccc(C(=O)Nc2nc(-c3ccc4c(c3)CCO4)cs2)cc1=O,4.7,x,-26.9
Cn1nc(NC(=O)c2ccccc2Cl)c2c1NC(=O)CC2c1cccs1 (stereo not given),-6.4,-10.7,-14.3
Cc1csc(NC(=O)c2sc3nc4c(cc3c2N)N2CCC4CC2)n1,-3.9,x,8.5
Cn1cc(C(=O)N=Nc2c(O)[nH]c3ccc(Br)cc23)ccc1=O,-6.4,x,-2.9
